# Source: PubChem BioAssay (several laboratories)
# Rpn11 inh – Rpn11 (human) deubiquitinase inhibition; human 26S proteasome, Ub4-pepOG fluorescence polarization; 20S core pre-blocked with epoxomicin; 0.59% of 360,000 active; calls only at 20 µM; O00487;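 active = inhibition at 20 µM, scaled to each plate's controls, above about 33%, limit read from the data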
# Target sequence (O00487 whole entry, looked up): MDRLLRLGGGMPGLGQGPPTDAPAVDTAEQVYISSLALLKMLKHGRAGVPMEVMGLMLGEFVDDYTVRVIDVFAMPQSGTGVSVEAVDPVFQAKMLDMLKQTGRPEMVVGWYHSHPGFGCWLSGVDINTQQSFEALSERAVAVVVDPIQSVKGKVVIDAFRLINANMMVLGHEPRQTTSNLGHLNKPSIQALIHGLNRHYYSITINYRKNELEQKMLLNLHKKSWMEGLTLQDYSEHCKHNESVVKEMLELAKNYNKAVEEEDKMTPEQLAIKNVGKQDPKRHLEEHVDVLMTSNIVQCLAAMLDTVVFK
# E coli Lon inh – inhibits E. coli Lon protease. P0A9M0. 0.42% of 360,000 active. purified E. coli Lon protease, fluorescence polarization. AID 602123. inhibition, % at 7.94 µM; in the data active = inhibition above about 13%, passing the limit was not always enough;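 also: 0% = enzyme with probe and DMSO and 100% = no enzyme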
# Target sequence (P0A9M0 whole entry, looked up): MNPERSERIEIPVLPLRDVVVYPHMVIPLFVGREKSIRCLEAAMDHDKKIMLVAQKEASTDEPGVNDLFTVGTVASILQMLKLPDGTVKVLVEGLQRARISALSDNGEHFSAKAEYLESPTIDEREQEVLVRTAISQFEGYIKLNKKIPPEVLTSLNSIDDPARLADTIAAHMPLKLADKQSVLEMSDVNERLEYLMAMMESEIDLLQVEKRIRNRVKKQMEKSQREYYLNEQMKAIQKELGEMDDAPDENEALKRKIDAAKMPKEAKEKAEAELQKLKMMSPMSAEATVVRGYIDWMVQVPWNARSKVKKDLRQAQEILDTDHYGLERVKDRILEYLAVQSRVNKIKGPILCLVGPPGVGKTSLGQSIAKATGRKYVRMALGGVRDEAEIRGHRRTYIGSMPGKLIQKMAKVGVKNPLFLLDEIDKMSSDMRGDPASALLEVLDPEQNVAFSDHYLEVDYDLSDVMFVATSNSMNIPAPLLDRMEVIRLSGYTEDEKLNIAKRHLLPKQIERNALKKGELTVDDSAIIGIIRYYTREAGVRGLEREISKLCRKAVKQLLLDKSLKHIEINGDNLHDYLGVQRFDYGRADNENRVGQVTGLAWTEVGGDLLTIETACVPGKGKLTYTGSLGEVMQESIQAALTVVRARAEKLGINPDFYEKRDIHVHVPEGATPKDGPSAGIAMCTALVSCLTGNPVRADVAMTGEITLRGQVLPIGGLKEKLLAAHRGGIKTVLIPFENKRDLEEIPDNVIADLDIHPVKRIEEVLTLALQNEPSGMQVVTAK
# Rin1-Abl PPI inh – inhibitors of human Rin1-Abl protein interaction; inhibition, % at 7.35 µM; TR-FRET Rin1/Abl binding, biochemical; 0.4% of 360,000 active; P00519+Q13671; in the data active = inhibition above about 5%, passing the limit was not always enough
# FAS-TE inh – blocks the thioesterase domain of human fatty acid synthase; P49327; recombinant FAS-TE, OMFH fluorogenic substrate, fluorescence endpoint; inhibition, % at 15 µM; 0.67% of 360,000 active;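 active = compounds whose normalised, plate-corrected inhibition of enzyme fluorescence in the single-dose primary screen is 50% or more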;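 also: 0% = DMSO with enzyme and 100% = substrate without enzyme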
# MsrA act – activates bovine MsrA enzyme. purified bovine MsrA, absorbance read-out. activation, % at 10.6 µM. 0.3% of 360,000 active; in the data active = activation above about 7.5%;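 also: 0% = vehicle and 100% = reference activator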
# MsrA inhibitor – inhibits bovine methionine sulfoxide reductase A. purified bovine MsrA, absorbance read-out. inhibition, % at 15.5 µM. 0.75% of 360,000 active. AID 651718; in the data active = inhibition above about 4.5%;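 also: 0% = vehicle wells with enzyme and 100% = reference inhibitor wells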
# PABP1 MLLE inh – blocks PAM2 peptide binding to the PABP1 MLLE domain; GST-MLLE / FITC-PAM2 fluorescence polarization; P11940; inhibition, % at 20 µM; 0.36% of 360,000 active; in the data active = inhibition above about 35%, passing the limit was not always enough;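 also: plate controls were DMSO wells with GST-MLLE for no effect and wells lacking GST-MLLE protein for full effect; some results filed as inactive read as strong as hits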
# CSN inh – CSN deneddylation inhibition; Q92905; Purified CSN, SCF-Nedd8-OG deneddylation, fluorescence polarization; inhibition, % at 12.5 µM; 0.38% of 360,000 active;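 active = pattern-corrected inhibition above about 35%, with an unprinted fluorescence ratio check between 0.5 and 1.5, limit read from the data, passing the limit was not always enough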;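 also: 0% = enzyme with substrate and 100% = substrate without enzyme; some results filed as inactive read as strong as hits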
#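 Assay system: purified human Csn5 enzyme expressed in HEK293T cells; measure: % inhibition; also added: SCFSkp2-Nedd8OG substrate at 10 nM final; technique: fluorescence polarization; times: reaction 90 min, room temperature; medium: Tris buffer pH 7.5, NaCl, DTT, Tween-20, trehalose, ovalbumin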
# MT1-MMP act inh – MT1-MMP (human) activation inhibition. HT1080 RFP-PRO-GFP cells, GFP/RFP ratio fluorescence, overnight; percent of plate control window, DMSO zero. 0.061% of 360,000 active. GFP/RFP ratio change, % at 20 µM. AID 651647;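 active = GFP/RFP ratio change of at least 30% with cell ATP level not reduced by more than half and red fluorescence within 50% of control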; also: strong numbers were not always called active
#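 Assay system: HT1080 cells carrying an RFP-PRO-GFP reporter | Dosing: Single dose of 20 µM compound, 1% DMSO final | Incubation: Cells overnight before dosing, compound overnight, 37 °C, 5% CO2 | Evaluation: GFP/RFP fluorescence ratio | Control set: DMSO and RFP-L50D-GFP cell wells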
# Active calls of the source: *; i = inactive; . = no result given; + = active, no number.
SMILES,Rpn11 inh,E coli Lon inh,Rin1-Abl PPI inh,FAS-TE inh,MsrA act,MsrA inhibitor,PABP1 MLLE inh,CSN inh,MT1-MMP act inh
Cc1ccc2nc(C)cc(N/N=C/c3ccc(F)cc3)c2c1,i,-3,3,5,-4,-0.2,-6,-8,2
COc1ccc(N=C2C(=O)Nc3ccccc32)cc1,i,-10,-3,-5,-1,-0.3,15,-1,-1
CC(=O)Nc1c([N+](=O)[O-])cc2c3c(cccc13)CC2,i,1,1,-3,-10,1.7,-6,-1,4
Cn1c(=N)n(CC(O)c2ccccc2)c2ccccc21 (configuration not stated),i,-4,-1,-6,1,1.1,-21,2,4
CCC(CO)Nc1ncnc2c1cnn2-c1ccc(Cl)cc1 (configuration not stated),i,10,1,-6,-1,0.0,-16,-2,6
CC1(C)C2CCC1(C)C(SC(=N)N)C2 (configuration not stated),i,-2,1,-17,1,-0.3,-1,0,3
Cc1nc(C(=O)N(C)C)nn1-c1ccc(Cl)cc1Cl,i,-7,1,-11,-8,-0.9,-1,2,-6
CC(O)CNc1nc2ccccc2n1CC(=O)NC12CC3CC(CC(C3)C1)C2 (configuration not stated),i,-12,-2,-4,-12,0.7,-25,-2,-2
O=C(Nc1ccc(Cl)cc1)c1ccc2ncsc2c1,i,14,3,2,-1,0.1,-4,9,1
CCCNC(=O)c1ccc2c(=O)n(Cc3ccco3)c(=S)[nH]c2c1,i,-5,-3,3,-2,-0.8,-62,21,1
O=C(O)c1cccc(NS(=O)(=O)c2ccc(Cl)c(C(=O)Nc3cccc([N+](=O)[O-])c3)c2)c1,i,-14,0,2,-2,1.2,1,1,2
CN(Cc1nc(-c2ccc(Cl)cc2)no1)C(=O)c1ccco1,i,-1,4,4,-3,0.8,-1,2,-1
O=C(N/N=C/c1ccc2c(c1)OCO2)c1ccc(COCC(F)(F)C(F)F)cc1,+,-2,0,-3,-4,.,-8,-2,2
NNC(=O)c1cc2c(ccc3ccccc32)o1,i,11,1,-11,-6,-0.2,-7,-6,-13
O=C(Cn1nnc(-c2ccccc2NC(=O)c2ccccc2F)n1)NC1CCCC1,i,0,3,-3,-4,-0.2,-15,-16,5
Cc1ccc(S(=O)(=O)N2[C@@H](c3ccc(F)cc3)C(C(=O)O)=CC[C@H]2c2ccc(C(C)C)cc2)cc1,i,-4,4,8,-1,0.2,8,0,1
CCN(CC)c1ccc(NC(=O)c2cnccn2)cc1S(=O)(=O)Nc1ccc(OC)cc1,i,-3,1,16,-2,-0.3,-2,3,-1
C/C(CCC12CC3CC(CC(C3)C1)C2)=N\NC(N)=S,i,-5,0,16,-1,0.2,-16,2,-17
Cn1nc(N)nc1N1CCN(c2ccc(F)cc2)CC1,i,-4,3,-6,8.0*,-0.6,4,-2,1
COc1ccc(C(=O)C2CCCN(C(=O)CCc3ccccn3)C2)c(C)c1 (configuration not stated),i,0,3,0,-1,-0.2,-9,6,1
Cn1c(=O)oc2cc(S(=O)(=O)NCCC(=O)NCc3ccc(F)cc3)ccc21,i,1,1,-3,-1,-1.1,-3,0,0
Cc1ccc(S(=O)(=O)N2CCN(C)CC2c2ccccc2)cc1 (configuration not stated),i,0,1,-4,-5,1.0,7,-3,-2
COc1ccccc1CNC(=O)COC(=O)Cn1cnc2ccccc21,i,-14,-1,-5,-5,-0.2,-21,2,1
CCCc1nnc(NC(=O)CCC(=O)Nc2ccc(F)cc2)s1,i,1,2,-5,-3,-1.3,-7,1,-5
CCSc1nnc(N2C(=O)c3ccc(C(=O)c4ccc(C(=O)O)cc4)cc3C2=O)s1,i,10,-2,-7,-6,-0.6,5,5,-2
O=C(CN(C(=O)CCC(=O)Nc1nccs1)C1CCCC1)NCc1ccc2c(c1)OCO2,i,-5,-2,-1,-2,-0.2,11,3,-3
CCOc1ccccc1N1C(=O)CC(Sc2nccc(C)n2)C1=O (configuration not stated),i,-11,-2,-5,-1,-0.5,21,3,5
O=C(CNC(=O)c1ccc2c(c1)OCO2)Nc1ncccc1O,i,0,0,0,-4,-1.1,14,-8,3
O=C(COc1ccc(S(=O)(=O)NC2CCCCC2)cc1)N1CCN(c2ccc(F)cc2)CC1,i,4,2,18,-1,0.2,8,0,-1
CC(CCc1ccccc1)NC(=O)CSc1nccc(=O)[nH]1 (configuration not stated),i,-1,-1,-5,2,-0.7,-1,2,0
CC12CCC(=O)N1C(C(=O)NCc1ccc(Cl)cc1Cl)CS2 (configuration not stated),i,-6,-2,0,0,-0.4,2,1,1
CC1CC(NC(=O)CCn2c(=O)oc3ccccc32)CC(C)(C)C1 (configuration not stated),i,0,3,-1,-1,-0.6,3,4,1
COC(=O)c1ccc2[nH]c3c(c2c1)CC(C)CC3 (configuration not stated),i,6,-1,11,-9,-1.1,-1,-1,-1
CN1C2C=C(N(CCc3ccccc3)C(=O)c3ccc(Cl)cc3)CC1CC2 (configuration not stated),i,-6,-2,-1,-2,1.2,3,-1,-6
C/C(=N\NC(=O)c1ccccc1Cl)c1ccccn1,i,-2,0,1,-1,0.8,-12,-3,2
CCCc1cc(C(=O)N/N=C/c2ccc(C)o2)c2ccccc2n1,i,-3,-1,2,0,3.1,3,-1,-2
O=C(OCC(=O)N1CCCC1)c1ccc(S(=O)(=O)Nc2ccccc2)cc1,i,-14,1,2,-4,0.6,-12,-2,5
CCOC(=O)c1cc(C#N)c(SCc2cccc3ccccc23)nc1C,i,-4,1,20,-1,-0.2,-4,-4,1
COc1ccc(C(C)=O)cc1CC(=O)Nc1cccc(S(=O)(=O)N2CCOCC2)c1,i,-16,2,-1,-4,1.0,-30,0,-1
O=C(CN1C(=O)COc2ccccc21)c1ccc(Cl)cc1,i,8,1,7,-2,0.2,7,-5,3
COC(=O)c1cnc(Nc2nc(C(N)Cc3ccccc3)cs2)nc1C(F)(F)F (configuration not stated),i,-5,5,-9,-12,0.0,1,-4,4
COc1ccc(Cc2c(O)nc(SCC(C)C)[nH]c2=O)cc1,i,-5,-1,-2,-4,0.9,-1,6,0
c1ccc(NCn2cncn2)nc1,i,-8,0,-5,-3,-0.5,-15,1,-3
Cc1ccc2c(C)c(C(=O)Nc3ccc(S(=O)(=O)Nc4onc(C)c4C)cc3)oc2c1,i,2,-1,0,-4,1.2,-3,-2,-1
N#Cc1ccc(-c2cn3c(n2)SCC3)cc1,i,-10,-1,-10,-3,1.7,-3,2,1
CS(=O)(=O)c1ccc(Cl)c(NC(=O)COC(=O)c2cccc(C#N)c2)c1,i,4,-2,-7,-4,0.3,-4,-3,1
C[C@@H]1CC=C[C@H]2[C@H]1C(=O)N(Cc1ccccc1)[C@H]2c1ccc2ccccc2c1,i,-11,3,27,-2,-0.2,-3,1,-12
O=C(COC(=O)c1cc(-c2cccs2)nn1-c1ccccc1)Nc1cc([N+](=O)[O-])ccc1Cl,i,3,1,39,-1,-0.3,-2,6,-2
COc1ccc(C)cc1NC(=O)C(C)N(c1ccc(C)cc1)S(C)(=O)=O (configuration not stated),i,-1,-1,10,-1,-0.2,-9,0,1
COC(=O)CON1C(=O)c2ccccc2C1=O,i,-11,2,-10,-1,-0.5,4,3,2
CN(C)c1ccc(NC(=S)N2CCN(c3ncc(C(F)(F)F)cc3Cl)CC2)cc1,i,0,-3,0,0,-2.2,-108,0,9
NC(=O)COC(=O)CCSc1ccc(Cl)cc1,i,0,2,-11,-7,-0.2,20,7,2
CCSc1nc(N)c2c(C)c(C)sc2n1,i,-3,-2,-3,-3,-0.2,0,0,5
CC(C)(C)Nc1nc(NC(C)(C)C)nc(-n2ccnc2)n1,i,7,1,11,1,-0.8,4,-4,-1
Cc1cccc(OCCCC(=O)Nc2ccc(N(C)C)cc2)c1,i,-16,1,-1,-1,-0.1,-10,-1,4
COC(=O)C[C@H]1c2cc(F)ccc2S(=O)(=O)N1C(C)C,i,-9,1,-6,-1,-0.9,0,1,1
O=C(CN1C(=O)NC2(CCc3ccccc32)C1=O)Nc1c(Cl)cccc1Cl (configuration not stated),i,-3,3,-2,-2,0.6,-2,3,0
Cc1cc(C(=O)NNc2ccc(C(C)C)cc2)n(C(C)(C)C)n1,i,1,-1,2,-7,-1.0,8,-2,4
S=c1[nH]nc(-c2ccc(Cl)cc2)n1Cc1ccccc1,i,-3,1,-3,1,-0.8,2,1,0
COc1cc(NC(=S)N2CCN(S(=O)(=O)c3ccc(F)cc3)CC2)cc(OC)c1,i,8,-2,1,-2,-0.4,-97,1,0
# Carrying on:
SMILES,Rpn11 inh,E coli Lon inh,Rin1-Abl PPI inh,FAS-TE inh,MsrA act,MsrA inhibitor,PABP1 MLLE inh,CSN inh,MT1-MMP act inh
CCCCC(C(=O)N/N=C/c1ccccn1)C(=O)N/N=C/c1ccccn1,i,-1,-3,-5,-3,0.0,7,9,3
COc1ccc(S(=O)(=O)NCC(=O)N(CC(=O)NCc2ccco2)Cc2ccccc2)cc1,i,-4,0,-1,-2,-0.7,-10,1,-5
Cc1cc(C)nc(N2CCC(C(=O)O)CC2)n1,i,4,-1,-7,-14,-1.2,0,-3,-14
O=C(COc1ccccc1)c1cn(CC(=O)N2CCOCC2)c2ccccc12,i,-24,-2,-10,3,1.4,-7,16,-7
COC(=O)C(Cc1ccccc1)NC(=O)CSc1nc(N)cc(=O)[nH]1 (configuration not stated),i,1,0,-7,-1,-1.2,19,2,6
O=C(NNS(=O)(=O)c1ccc(F)cc1)C1CCN(S(=O)(=O)c2ccccc2)CC1,i,-1,7,-6,-6,1.5,8,-3,-1
CC1CCCN(c2ccc([N+](=O)[O-])cc2C(=O)c2ccccc2)C1 (configuration not stated),i,-1,-1,38,-9,0.5,22,1,6
COc1ccc(OC)c(CN2CCSCC2)c1,i,3,-1,-6,-2,-0.1,4,-4,0
Cc1ccc([C@H]2C(C#N)=C(N)Oc3cc(C)oc(=O)c32)o1,i,-5,2,-3,-3,2.0,16,-8,-25
COc1ccc(-c2oc3c(c2C(=O)OCCCO)C(OCCCCCO)CCC3)cc1 (configuration not stated),.,-9,.,-9,-2,-0.4,.,-1,-1

# Arranged by length of the SMILES (high to low): five of the compounds above.
SMILES,Rpn11 inh,E coli Lon inh,Rin1-Abl PPI inh,FAS-TE inh,MsrA act,MsrA inhibitor,PABP1 MLLE inh,CSN inh,MT1-MMP act inh
COc1ccc(-c2oc3c(c2C(=O)OCCCO)C(OCCCCCO)CCC3)cc1 (configuration not stated),.,-9,.,-9,-2,-0.4,.,-1,-1
COC(=O)C(Cc1ccccc1)NC(=O)CSc1nc(N)cc(=O)[nH]1 (configuration not stated),i,1,0,-7,-1,-1.2,19,2,6
O=C(COc1ccccc1)c1cn(CC(=O)N2CCOCC2)c2ccccc12,i,-24,-2,-10,3,1.4,-7,16,-7
Cc1cc(C)nc(N2CCC(C(=O)O)CC2)n1,i,4,-1,-7,-14,-1.2,0,-3,-14
COc1ccc(OC)c(CN2CCSCC2)c1,i,3,-1,-6,-2,-0.1,4,-4,0

# Among those listed so far, these have a tert-butyl group:
SMILES,Rpn11 inh,E coli Lon inh,Rin1-Abl PPI inh,FAS-TE inh,MsrA act,MsrA inhibitor,PABP1 MLLE inh,CSN inh,MT1-MMP act inh
CC(C)(C)Nc1nc(NC(C)(C)C)nc(-n2ccnc2)n1,i,7,1,11,1,-0.8,4,-4,-1
Cc1cc(C(=O)NNc2ccc(C(C)C)cc2)n(C(C)(C)C)n1,i,1,-1,2,-7,-1.0,8,-2,4
